TDP1 cell noCPT – qHTS for Inhibitors of human tyrosyl-DNA phosphodiesterase 1 (TDP1): qHTS in cells in absence of CPT; AID 686978, 2013; Potency, µM (titrated, usually from 46.2 µM), inactives show at the highest dose activity change, negative = growth inhibition, usual class: inhibitors; hit rate 15% among 420,000; DT40 Tdp1-/- hTDP1 cells, no CPT, ATP luminescence, 48 h; active means well fitted inhibition curve with a large enough effect; inconclusive means small, poorly fitted or top-dose-only effect; further: nearly all actives have a fitted effect of over 55% in size
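Chicken DT40 Tdp1-/- cells complemented with human TDP1, screened without camptothecin (DMSO vehicle only), 400 cells/well. Compounds pin-transferred, cells incubated at 37 °C for at least 48 hr. Growth read as ATP-dependent luminescence (CellTiter-Glo, 30 min at RT).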
Starred values were filed as active, the others as inactive; u = inconclusive. On the % scale 0 is the no-effect control and ±100 the full control effect; potency means the concentration at half of the fitted maximal effect. The list is partial (hit frequency here may not be typical).

SMILES | TDP1 cell noCPT
CC1(C(=O)NS(=O)(=O)Cc2ccccc2C(F)(F)F)CCN1C(=O)Cc1ccsc1 (centres undefined) | u
CC(=O)c1ccc(F)c(-c2cc(C)cc3c2OC(CNC(=O)Cc2ccc4c(c2)OCO4)C3)c1 (centres undefined) | u
C[C@H](CO)N1C[C@H](C)[C@@H](CN(C)Cc2ccc(Oc3ccccc3)cc2)Oc2cc(Br)ccc2S1(=O)=O | 11.6µM*
CC1=C(C(=O)N(C(C)C)C(C)C)CC(CC(=O)NCCCN(C)C)C(=O)N1Cc1ccc(F)cc1 (centres undefined) | 3.6%
O=C(Nc1nnc([C@@H]2C[C@H](O)[C@@H](CO)O2)s1)c1c(F)cccc1F | -4.0%
Cc1ccc(Cc2c(-c3ccc(C#N)cc3)nc3ccc(Br)cn23)cc1 | u
CCCCNC(=O)c1nc(C2CCNCC2)oc1-c1cccc(C(F)(F)F)c1 | u
Oc1ccc(O)c(C=NNC(=S)NC2CC3CC2C2C=CCC32)c1 (centres undefined) | u
C[C@H]1CN(S(=O)C(C)(C)C)[C@H](CCO)/C1=C\c1ccccc1 (some centres undefined) | -1.7%
CCOC(=O)N(C)C[C@H]1OCc2cnnn2CCCC(=O)N([C@H](C)CO)C[C@H]1C | -3.4%
COC(=O)C[C@@H]1C=C[C@H](NS(=O)(=O)c2cccc(F)c2)[C@@H](CO)O1 | -6.3%
CCc1nc2ccc(C(=O)N(C)CCCN(C)C)cn2c1N(C=O)CCC(C)C | -8.7%
COc1ccc(CC(=O)NCCc2ccc3c(c2)OCO3)cc1OC | u
CC(=O)OC1COC(OC(C)=O)CO1 (centres undefined) | -15.9%
Cc1cc(N(C)C)c(C)cc1/C=C/c1ccnc2ccccc12 | 0.562µM*
CN(C)c1ccc(/C=C/c2ccnc3ccccc23)cc1 | 15.8µM*
Cc1cccc(C(=O)NC(=S)NC(C)c2ccccc2)c1 (centres undefined) | u
CN1CCN(c2ncnc3c2ncn3[C@H]2CN(Cc3ccc(-c4ccccc4)cc3)C[C@@H](CO)O2)CC1 | u
CCCOc1cc2c(C#N)c(N3CCCC3)nc(N)c2c(N)n1 | -25.6%
CC(OC(=O)c1ccc(NC(=O)CC#N)cc1)C(=O)Nc1ccc(S(=O)(=O)N2CCCC2)cc1 (centres undefined) | u
CC1=CC(C)(C(Cl)(Cl)Cl)C(C)=CC1=NO (centres undefined) | u
CN1CCN(C2CN(Cc3cn(Cc4ccc(F)cc4)nn3)S(=O)(=O)C2)CC1 (centres undefined) | -16.7%
CCc1nc2ccc(C(=O)N3CCN(C(=O)c4ccco4)CC3)cn2c1N(CCC(C)C)CCN(C)C | 2.9%
CCCCCC(=O)N1C[C@@H](n2cc(-c3ccc(F)cc3)nn2)[C@H](O)C[C@@H]1c1ccc(C)cc1 | 8.2µM*
CCCNC(=O)N1C[C@H](O)COC[C@@H]2O[C@@H](CC(=O)NCCCN3CCOCC3)CC[C@H]21 | 1.8%
COc1ccc(NC(=O)C[C@H]2C(=O)N(c3ccc(Br)cc3)C[C@@H]2CSC)cc1 | 23.1µM*
CC1CC(=O)c2cc(-c3ccccc3)oc2C1 (centres undefined) | u
O=C(CC1Sc2ccccc2NC1=O)NNc1cc(Cl)ccc1Cl (centres undefined) | -10.4%
CC(C)N1CCC1(C)C(=O)Nc1nccc2cccnc12 (centres undefined) | 5.17µM*
CC(C)(O)CCc1c(-c2ccc(O)cc2O)oc2c3c(cc(O)c2c1=O)OC(C)(C)C=C3 | 16.4µM*
O=C(OCc1cn([C@H]2C[C@H](c3ccc(Cl)cc3)N(CC3CCCCC3)C[C@@H]2O)nn1)c1ccccc1 | -25.7%
COc1cc2nc(N(C)C)c(CNCc3nonc3C)cc2c(OC)c1OC | -13.4%
Cc1cccc(C)c1NC(=O)C(c1ccccc1OC(F)(F)F)N1CCN(c2ccc(F)cc2)CC1 (centres undefined) | u
Oc1cc(O)c(CN2CCOCC2)cc1CN1CCOCC1 | 1.4%
CC1(Oc2cccc(C#N)c2)CCN(Cc2ccc(-c3ccccn3)cc2)C1 (centres undefined) | u
Nc1cc2c(cc1Cl)-c1ccc(Cl)cc1C2 | u
O=C(NCC(c1cccs1)N1CCOCC1)C1CCN(S(=O)(=O)c2cc(Cl)ccc2Cl)CC1 (centres undefined) | u
CC(=O)OC1CC2(C)C(CCC2(O)C(C)=O)C2CCC3C(Cl)C(=O)CCC3(C)C12 (centres undefined) | -27.6%
CN(C(=O)c1cccc(NC(=O)Cc2ccc(NC(=O)C3CCCN(C(=O)C4CCC4)C3)cc2)c1)C1CC1 (centres undefined) | u
Cc1ccccc1C1(CC(=O)N2CC3(C)CC2CC(C)(C)C3)CC(=O)N(Cc2cccnc2)C1=O (centres undefined) | 20.6µM*
COc1ccc(/C=C/c2ccc3ccccc3n2)cc1OC | 12.6µM*
CCc1ccc(NC(=O)C(C)OC(=O)CCN2C(=O)C3CC=CCC3C2=O)cc1 (centres undefined) | u
COc1ccc(CN(C)C(=O)c2ccc(NC(=O)CC3SC(N4CCCCC4)=NC3=O)cc2)c(OC)c1 (centres undefined) | u
Cc1cccc(CN2CCN(C3CN(CCc4ccccc4)S(=O)(=O)C3)CC2)c1 (centres undefined) | u
CC1(C(=O)NS(=O)(=O)c2cccc(Cl)c2)CCN1C(=O)Cc1ccc(Cl)cc1Cl (centres undefined) | -13.0%
CCCCNC(=O)C1(C)CCN1C(=O)c1cc(-c2ccccc2)cs1 (centres undefined) | u
CCOC(=O)CCCCCC(=O)Nc1ccc2c(c1)C(=O)N([C@H](C)CO)C[C@H](C)[C@H](CN(C)C(=O)C1CCCCC1)OCCCC[C@@H](C)O2 | 20.6µM*
CCNC(=O)NC1c2ccccc2CSc2ccccc21 (centres undefined) | u
CCC(C)Cn1cnc2c(SCc3ccccc3F)nc(N)nc21 (centres undefined) | 20.6µM*
C[C@H](CO)N1C[C@H](C)[C@H](CN(C)C(=O)Nc2ccccc2F)OCc2cnnn2CCCC1=O | 4.6%
CSc1ccccc1NC(=O)C1(C)CCN1C(=O)Cc1ccccc1Cl (centres undefined) | -16.4%
COc1ccccc1C#Cc1cnc2c(c1)C(=O)N([C@H](C)CO)C[C@@H](C)[C@@H](CN(C)C(=O)c1ccc3c(c1)OCO3)O2 | u
CCN(c1ccccc1)S(=O)(=O)c1cccc(C(=O)NCC(c2ccc(OC)cc2)N2CCCCC2)c1 (centres undefined) | 8.2µM*
O=C1C=C(c2ccccc2)CC(c2ccc(F)cc2)C1 (centres undefined) | u
O=C(NCC1CCC2(CCN(Cc3cccc(-c4ccco4)c3)CC2)O1)c1ccccc1 (centres undefined) | -23.0%
CC(NC(=O)C1CC(=O)N(c2ccc3c(c2)OCCO3)C1)c1ccccc1 (centres undefined) | -6.8%
CC(C)(O)[C@@H]1[C@@H]2C[C@@]3(CC[C@]4(C)C(CCC5[C@@]6(C)CC[C@H](O)C(C)(C)C6CC[C@]54C)[C@@H]13)C(=O)O2 (some centres undefined) | 3.8%
CCOC(=O)C1CCCN(C(=O)c2cccc(S(=O)(=O)NCc3ccccc3)c2)C1 (centres undefined) | -29.8%
Cc1cc(C)cc(-c2nnc(SCC(=O)NCC3CCCO3)o2)c1 (centres undefined) | -9.8%
O=C(NCc1ccc(F)cc1)c1cc(C2CCCN(C(=O)c3ccccn3)C2)on1 (centres undefined) | -5.7%

Random excerpt: four compounds from above, in no set order.
SMILES | TDP1 cell noCPT
CN1CCN(c2ncnc3c2ncn3[C@H]2CN(Cc3ccc(-c4ccccc4)cc3)C[C@@H](CO)O2)CC1 | u
COc1ccc(NC(=O)C[C@H]2C(=O)N(c3ccc(Br)cc3)C[C@@H]2CSC)cc1 | 23.1µM*
Cc1ccc(Cc2c(-c3ccc(C#N)cc3)nc3ccc(Br)cn23)cc1 | u
COc1ccc(/C=C/c2ccc3ccccc3n2)cc1OC | 12.6µM*

Other records:
SMILES | TDP1 cell noCPT
COc1ccccc1CN(C)C[C@@H]1OCc2cnnn2CCCC(=O)N([C@@H](C)CO)C[C@H]1C | -9.4%
COc1cccc(C(c2nnnn2C2CCCCC2)N2CCN(C/C=C/c3ccccc3)CC2)c1OC (centres undefined) | 13µM*
COCc1cc(=O)n2[nH]c(C)c(-c3ccc(Cl)cc3)c2n1 | 16.4µM*
O=C1NC[C@H](Cc2ccc(O)cc2)N(C[C@H]2CCCN2C[C@H](Cc2ccccc2)N2C[C@H](Cc3ccccc3)N(CCc3ccccc3)C(=O)C2=O)C1=O | u
COC(=O)[C@@]12C[C@@H](CC(=O)N3CCN(C(=O)C4CC4)CC3)C(=O)N(Cc3ccccc3)C1=CCC(C)(C)C2 | u
CC(=O)NS(=O)(=O)c1ccc(NC(=O)c2cccc3ccccc23)cc1 | -22.6%
C[C@@H]1CN([C@@H](C)CO)C(=O)CCCn2nncc2CO[C@H]1CN(C)C(=O)Nc1cccc2ccccc12 | 5.2%
O=C(N[C@H]1C=C[C@H](CC(=O)N2CCCCC2)O[C@@H]1CO)c1cccc(F)c1 | -7.5%
O=C(Nc1cccc(OC(F)(F)F)c1)C1Cc2c(-c3ccccc3Oc3ccccc3)ccnc2O1 (centres undefined) | u
CC(C)C[C@@H](CN1CCCC1CN1C(=S)NC[C@@H]1Cc1ccc(O)cc1)N1C[C@H](Cc2ccc(O)cc2)N(CC2CCCCCC2)C1=S (some centres undefined) | 8.2µM*
C=C(C)c1nc(Oc2ccccc2)nc(Oc2ccccc2)n1 | 6.51µM*
CC1=C(C(=O)N(C(C)C)C(C)C)CC(CC(=O)NC2CCCCC2)C(=O)N1CCCN1CCCC1=O (centres undefined) | -5.6%
CC(O)(COc1ccccc1)c1ccc2c(c1)CN(Cc1cccc3ncccc13)CCO2 (centres undefined) | u
Cc1cc(NS(C)(=O)=O)c(=O)n(Cc2cccc(C(F)(F)F)c2)c1 | -19.1%
Cc1ccc(CC(=O)NO)cc1 | -15.7%
CC1=CC(=O)N(c2cccc3c(N4C(=O)C=C(C)C4=O)cccc23)C1=O | 2.91µM*
COCCNc1nc(Oc2cccc(NC(C)=O)c2)c2sc(-c3ccccc3)cc2n1 | u
COc1cc(=O)n2c(c1C(=O)NCc1nonc1C)CCN(C(=O)c1cccc(C)c1C)CC2 | -22.7%
O=C(CNC(=O)c1cccnc1)c1ccc(F)cc1 | 7.8%
O=[N+]([O-])c1ccc2[nH]ccc2c1 | -20.4%
Cc1ccc2[nH]c(C(=O)NCc3nc(-c4cccc(NC(=O)c5cc(C)oc5C)c4)oc3C)cc2c1 | u
CC1CC(=O)Nc2ccccc2N1C(=O)COc1ccccc1C(N)=O (centres undefined) | -24.1%
CC(=O)OC[C@@H]1CN(Cc2ccccc2)C[C@H](n2cnc3c(N(C)C(C)C)ncnc32)O1 | u
O=C(NCc1nnc2n1CCN(C(=O)c1cccc(Cl)c1)CC2)C1CC1 | -7.2%

Brought forward from above: six entries; new compounds follow.
SMILES | TDP1 cell noCPT
O=C(CNC(=O)c1cccnc1)c1ccc(F)cc1 | 7.8%
O=[N+]([O-])c1ccc2[nH]ccc2c1 | -20.4%
Cc1ccc2[nH]c(C(=O)NCc3nc(-c4cccc(NC(=O)c5cc(C)oc5C)c4)oc3C)cc2c1 | u
CC1CC(=O)Nc2ccccc2N1C(=O)COc1ccccc1C(N)=O (centres undefined) | -24.1%
CC(=O)OC[C@@H]1CN(Cc2ccccc2)C[C@H](n2cnc3c(N(C)C(C)C)ncnc32)O1 | u
O=C(NCc1nnc2n1CCN(C(=O)c1cccc(Cl)c1)CC2)C1CC1 | -7.2%
O=C(NCCN1CCOCC1)c1cc(-c2cccs2)nc2ccccc12 | -17.6%
COc1cc(NC(=O)Nc2nnc([C@@H]3C[C@H](O)[C@@H](CO)O3)s2)cc(OC)c1OC | -8.3%
C[C@H](O)[C@@H]1C(=O)N2CCc3ccc(-c4cccc(F)c4)cc3[C@@H]2C[C@@H]1N(C)C(=O)C(C)(C)C | u
Cc1ccc(CCNC(=O)CN2C(=O)CSc3ccc(S(=O)(=O)N4CCOCC4)cc32)cc1 | 20.6µM*
C[C@H](CO)N1C[C@H](C)[C@@H](CN(C)S(=O)(=O)c2ccc3ccccc3c2)OCc2cnnn2CCCC1=O | u
COCCCn1c(SCC(=O)N2CCCC2=O)nc2ccccc2c1=O | -33.3%
CCOC(=O)C1=C(C)N=c2s/c(=C\c3ccc(C(=O)O)cc3)c(=O)n2C1c1ccc(OC)cc1OC (centres undefined) | u
CN1CCN(C(=O)C[C@H]2CC[C@H]3[C@@H](COC[C@@H](O)CN3Cc3cccc(F)c3)O2)CC1 | 4.0%
COc1ccc(Cc2c(-c3cccc(Br)c3)nc3ccc(Cl)cn23)c(C)c1 | u
O=C1NC[C@H](CCCCN2C[C@H](Cc3ccc(O)cc3)N(Cc3ccccc3)C(=O)C2=O)N(Cc2ccccc2)C1=O | -18.2%
Cc1ccc(C(=O)OCC(=O)NCc2ccccc2)s1 | -21.0%
CC1(C)CC(=O)C=C(c2ccc(COC(=O)C(c3ccccc3)c3ccccc3)cc2)C1=O | u
CC(C)c1cccc(-c2csc(C(O)c3ccccc3)n2)c1 (centres undefined) | u

Source: PubChem BioAssay (National Center for Advancing Translational Sciences (NCATS))
